# FLuc counter – qHTS profiling assay for firefly luciferase inhibitor/activator using purifed enzyme and Km concentrations of substrates (counterscreen for miR-21 project); Luciferin 4-monooxygenase (Photinus pyralis), P08659; purified FLuc, Km substrates, luminescence inhibition; Potency, µM (doses to about 57.5 µM), inactives show at the top dose activity change, negative = inhibition, actives largely listed as inhibitors; actives 6.9% (n = 360,000); AID 588342, 2011;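 further: potency means the concentration at half of the fitted maximal effect; plate controls were vehicle for no effect and reference inhibitor for full effect; nearly all actives have a fitted effect of over 55% in size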
# Target sequence (P08659 whole entry, looked up): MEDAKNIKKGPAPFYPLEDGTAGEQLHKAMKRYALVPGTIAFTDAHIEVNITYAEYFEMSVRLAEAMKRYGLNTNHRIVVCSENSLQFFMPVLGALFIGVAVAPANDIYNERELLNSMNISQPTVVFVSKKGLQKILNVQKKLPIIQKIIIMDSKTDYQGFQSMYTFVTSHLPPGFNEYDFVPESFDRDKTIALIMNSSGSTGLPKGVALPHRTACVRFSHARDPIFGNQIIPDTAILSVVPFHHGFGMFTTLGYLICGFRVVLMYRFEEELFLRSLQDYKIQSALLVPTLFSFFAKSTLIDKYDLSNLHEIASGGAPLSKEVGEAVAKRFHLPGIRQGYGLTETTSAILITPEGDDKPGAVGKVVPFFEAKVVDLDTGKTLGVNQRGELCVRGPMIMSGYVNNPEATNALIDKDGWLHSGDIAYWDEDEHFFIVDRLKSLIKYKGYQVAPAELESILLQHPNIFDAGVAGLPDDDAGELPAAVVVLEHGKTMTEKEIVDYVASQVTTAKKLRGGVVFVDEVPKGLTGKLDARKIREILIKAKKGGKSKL
#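 Biochemical qHTS of compounds, final roughly 60 µM downward over six points, against 10 nM purified firefly luciferase using Km concentrations of substrates (10 uM D-luciferin, 10 uM ATP) in Tris acetate pH 7.5 buffer; luminescence output.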
# Menin-MLL TR inh – qHTS Assay for Inhibitors Targeting the Menin-MLL Interaction in MLL Related Leukemias: Competition With Texas Red Labeled MLL-derived Mutant Peptide | O00255 | Menin + Texas Red MLL mutant peptide, fluorescence polarization | Potency, µM (top dose mostly 61.6 µM), for the others: at the highest dose FP activity change, negative = inhibition, most hits filed as inhibitors | actives 0.23% (n = 270,000); active means well fitted inhibition curve with a large enough effect in the polarisation, with a control signal flat, not every such curve was filed as active; inconclusive means small, poorly fitted or top-dose-only effect, or effect the other way, or a change in a side signal; inactive means no such curve, though single readings can be large or run the other way; the % refers to the polarisation; further: potency means the concentration at half of the fitted maximal effect; % of control where 0% means no effect; many of its hits are not listed in these tables
# PKM2 activator – qHTS Assay for Activators of Human Muscle isoform 2 Pyruvate Kinase; Pyruvate kinase PKM (Homo sapiens), P14618; purified PKM2, Kinase-Glo ATP luminescence, activation; response scale: 0% is enzyme alone, no compound; Potency, µM (titrated, usually from 57.5 µM), for inactives: top-dose activation, usual class: activators; actives 0.34% (n = 260,000); AID 1631, 2009; further: potency means the concentration at half of the fitted maximal effect; on the % scale 0 is the no-effect control and ±100 the full control effect; nearly all actives have a fitted effect of over 55% in size
# Target sequence (P14618 whole entry, looked up, canonical isoform): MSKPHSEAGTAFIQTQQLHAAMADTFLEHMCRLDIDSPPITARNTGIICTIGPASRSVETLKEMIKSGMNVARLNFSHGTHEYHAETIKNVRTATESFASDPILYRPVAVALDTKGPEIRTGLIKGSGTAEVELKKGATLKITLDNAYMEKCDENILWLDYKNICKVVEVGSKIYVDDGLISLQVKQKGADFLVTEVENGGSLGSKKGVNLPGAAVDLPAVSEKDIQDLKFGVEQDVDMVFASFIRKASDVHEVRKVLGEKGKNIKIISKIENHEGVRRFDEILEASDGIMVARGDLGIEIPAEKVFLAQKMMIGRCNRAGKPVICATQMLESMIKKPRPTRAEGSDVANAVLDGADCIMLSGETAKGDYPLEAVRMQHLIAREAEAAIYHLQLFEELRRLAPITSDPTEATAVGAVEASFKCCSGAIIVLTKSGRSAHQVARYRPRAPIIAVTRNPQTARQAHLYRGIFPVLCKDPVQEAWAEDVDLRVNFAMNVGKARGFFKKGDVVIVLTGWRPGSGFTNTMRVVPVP
#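 hPK-M2, >95% pure; 0.1 mM ADP / 0.5 mM PEP final; imidazole pH7.2 buffer w/ 7 mM MgCl2, 50 mM KCl; 1 h RT; Kinase-Glo lum. Intermediate enzyme activity for dual inhibitor/activator qHTS.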
# NPC1 promoter act – qHTS Assay for NPC1 Promoter Activators | Huh7 NPC1 promoter luciferase reporter, 24 h | Potency, µM (highest dose often 9.22 µM), for inactives: at the top dose activation, actives largely listed as activators | actives 2.4% (n = 320,000);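 further: potency means the concentration at half of the fitted maximal effect; % of control where 0% means no effect; nearly all actives have a fitted effect of over 60% in size; reporter is driven by a mutant NPC1 promoter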
#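 NPC1 promoter–luciferase Huh7 cells; 24 h compound; luminescence.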
# Giardia killer – Small Molecules that selectively kill Giardia lamblia: qHTS; Giardia lamblia trophozoite viability; activity change, % at 7.66 µM, hits read low; actives 0.15% (n = 340,000); in the data active means activity change below about -80%; inconclusive means between about -30% and that limit;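 further: parasites exposed to compound for two days anaerobically before the ATP read; on the % scale 0 is the no-effect control and ±100 the full control effect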
#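 Viability, read as ATP luminescence: trophozoites at 100 cells/well, compound added, 48 hrs anaerobic at 37 deg C, then 15-30 min room-temperature development before reading.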
# p53 reactivator – qHTS assay for re-activators of p53 using a Luc reporter. H1299 p53-A138V BP100-luciferase reporter, luminescence, 24 h. Potency, µM (titrated, usually from 92.2 µM), without a hit: at the top dose activity change, positive = activation, usual class: activators. actives 0.063% (n = 320,000). AID 504706, 2011; further: potency means the concentration at half of the fitted maximal effect; % of control where 0% means no effect; nearly all actives have a fitted effect of over 45% in size
#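 p53-null H1299 cells stably carrying temperature-sensitive p53-A138V and a BP100-luciferase reporter were pinned with compounds (4-point, 1:5 series) and held 24 hrs at 37 deg C. Luminescence was read 10 min after detection reagent.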
# VP16 counter – VP16 counterscreen qHTS for inhibitors of ROR gamma transcriptional activity. Drosophila S2 Gal4-VP16 UAS-luciferase, luminescence, 20 h. Potency, µM (titrated, usually from 53.6 µM), inactives show at the top dose activity, negative = inhibition, most hits filed as inhibitors. actives 3.5% (n = 310,000). AID 2546, 2010;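 further: Gal4-VP16 expression switched on by copper sulfate through the metallothionein promoter; potency means the concentration at half of the fitted maximal effect; on the % scale 0 is the no-effect control and ±100 the full control effect; nearly all actives have a fitted effect of over 50% in size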
# Rab9 prom act – qHTS Assay for Rab9 Promoter Activators. Huh7 Rab9 promoter-luciferase reporter, luminescence, 24 h. Potency, µM (top dose mostly 9.22 µM), for the others: at the highest dose activation, negative = inhibition, actives largely listed as activators. actives 2.8% (n = 320,000). AID 485297, 2010; further: potency means the concentration at half of the fitted maximal effect; % of control where 0% means no effect; nearly all actives have a fitted effect of over 60% in size
#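 Promoter activation is measured as luciferase luminescence in Huh7 cells stably transfected with a Rab9 promoter–luciferase construct, following 24 h compound exposure at 37 °C and 10 min reagent incubation at ambient temperature.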
# RORgamma inh – qHTS for inhibitors of ROR gamma transcriptional activity; Nuclear receptor ROR-gamma (Mus musculus), P51450; Drosophila S2 Gal4-RORgamma UAS-luciferase reporter, 20 h; Potency, µM (series often up to 53.6 µM), for inactives: top-dose activity change, negative = inhibition, actives largely listed as inhibitors; actives 5.4% (n = 310,000); further: potency means the concentration at half of the fitted maximal effect; on the % scale 0 is the no-effect control and ±100 the full control effect; nearly all actives have a fitted effect of over 60% in size
#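 Schneider cells (Drosophila), stable Gal4 DBD–ROR gamma + UAS-luc; 1 hr cmpd preincubation; Cu2+ induction 700 uM final; 20 hr ambient; luminescence.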
# ELG1 genotox – qHTS screen for small molecules that induce genotoxicity in human embryonic kidney (HEK293T) cells expressing luciferase-tagged ELG1 | HEK293T ELG1-luciferase reporter, luminescence, 16 h | Potency, µM (top dose mostly 46 µM), without a hit: top-dose activity change, positive = activation, usual class: activators | actives 1.3% (n = 330,000); further: potency means the concentration at half of the fitted maximal effect; % of control where 0% means no effect; nearly all actives have a fitted effect of over 60% in size
#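 ELG1-luciferase HEK293T cells, 2,000/well; compound pinned in; 16 hr, 37 °C, 5% CO2; ONE-Glo, 30 min RT; luminescence on CCD imager.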
# BRCA1 expr act – qHTS Assay to Identify Small Molecule Activators of BRCA1 Expression. actives 1.1% (n = 380,000). Potency, µM (series often up to 46.1 µM), for inactives: at the highest dose activation, usual class: activators. MCF7-BRCA1-FFLuc reporter, luminescence, 48 h; response scale: scaled: vehicle 0%, 10 µM genistein 100%. AID 624202, 2012; further: potency means the concentration at half of the fitted maximal effect; nearly all actives have a fitted effect of over 80% in size; some results filed as inactive show a strong effect at the top dose
#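 MCF7-BRCA1-FFLuc, 2000 cells/well; 2 h attach, 37 °C/5% CO2; compound 48 h; luciferase substrate 15 min; luminescence end-point. Norm. to genistein 10 microM max activation and DMSO; concentration-response curves fitted.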
# Starred values were filed as active, the others as inactive; ? = inconclusive; / = not tested or not shown; & = joins results of further samples; [ ] = remark or other dose. Unless noted, the call rests on the fitted dose curve; in most records, active means well fitted curve in the direction sought with a large enough effect; inconclusive means small, poorly fitted or top-dose-only effect, or another doubt; inactive means no such curve, though single readings can be large; an effect the other way counts as inactive or inconclusive. Only part of the results is shown. The share of hits here may be higher or lower than overall.
# Below each SMILES – PKM2 activator	RORgamma inh	Menin-MLL TR inh	FLuc counter	BRCA1 expr act	Giardia killer	ELG1 genotox	NPC1 promoter act	Rab9 prom act	p53 reactivator	VP16 counter
- CC(C(=O)OCC(=O)c1ccccc1)N1C(=O)C2C3CCC(C3)C2C1=O (configuration not stated)
  3%	2%	-9%	4%	0%	4	1%	-2%	-10%	2%	1%[10 µM]
- COc1ccc2c(CC(=O)Nc3ccc(OC)c(NS(=O)(=O)c4ccc(F)cc4)c3)coc2c1
  -4%	1%	-11%	-6%	-56%	4	-5%	0%	1%	-8%	1%
- NC(=O)c1ccc(Cn2c(C(=O)c3cc(Cl)c(N)c(Cl)c3)c3ccccc3[n+]2[O-])cc1
  /	/	/	-7%	-82%	-1	12%	-19%	-1%	-5%	/
- O=C(CCc1ccccc1)NNC(=O)c1ccc(Cl)cc1
  2%[11.5 µM]	-31%	6%	1%	1%	10	-4%	2%	4%	28%	-2%
- Cc1ccc(S(=O)(=O)Nc2cc(=O)[nH]c(SCC(=O)Nc3cccc(C(F)(F)F)c3)n2)cc1
  2%	-28%	11%	-1%	3%	8	0%	-8%	0%	-4%	-23%
- CCOc1cc(CNc2ccc(N3CCOCC3)cc2)cc(Br)c1OCC
  7%	166%	-2%	0%	-31%	-3	11%	-1%	1%	-7%	-18%
- CC(C)(CO)NCC#Cc1ccccc1
  1%	6%	3%	-3%	21%	-10	-1%	0%	2%	10%	-7%
- CC(=O)c1sc(-c2ccc(Cl)cc2)cc1N
  7%	13%	/	?	41%	-3	?	4%	13%	-1%	-7%
- CCc1nnc(NC(=O)CSc2nnc(-c3c[nH]c4ccccc34)n2CCOC)s1
  -5%	3%	1%	?	3%	8	1%	-8%	-8%	-6%	-8%
- Cc1ccc(C(=O)NC(C)c2nc3ccccc3n2CC(=O)Nc2c(C)cc(C)cc2C)cc1 (configuration not stated)
  3%	1%	/	0%	/	/	1%	-6%	-5%	7%	-11%
- O=C(CCCN1C(=O)/C(=C/c2ccco2)SC1=S)Nc1ccccc1C(=O)O
  20%	5%	/	-11%	-15%	-6	-4%	-4%	-3%	?	1%
- COc1ccc2c(C=Nc3c(C)n(C)n(-c4ccccc4)c3=O)c(O)n(Cc3ccco3)c(=O)c2c1
  5%&2%	?	-13%&4%	0%&-1%	-31%&-8%	-12&11	-2%&2%	0%&-1%	-2%&4%	11%&-5%	-7%&-12%
- O=S(=O)(c1ccccc1)N1CCC(O)(CSc2ccc(F)cc2)CC1
  -5%	5%	-1%	-3%	-13%	9	-1%	-23%	-19%	-1%	-22%
- CN1CCN(C(=O)c2ccc(CNS(=O)(=O)c3cccc(Cl)c3)cc2)CC1
  -12%	-37%	/	-1%	-48%	8	0%	0%	3%	1%	-4%
- O=C1NC(=O)/C(=C\c2ccsc2)N1
  2%	10%	-16%	-2%	0%	-21	0%	-1%	4%	-1%	-11%
- Cc1ccc(C)c(N2CCN(S(=O)(=O)c3ccc(-c4ccc(=O)[nH]n4)o3)CC2)c1
  /	?	19%	0%	-43%	-4	-1%[9.26 µM]	-4%	-4%	-9%	-24%
- CC1CCN(CCC(=O)Nc2ccccc2)CC1
  /	28%	-1%	-4%	7%	-4	2%	-1%	14%	7%	-9%
- CC(=O)c1ccc(OCc2cc(C(=O)N3CCC(c4ccncc4)CC3)no2)cc1
  0%	-7%	-11%	0%	-5%	21	9%	-14%	-16%	0%	?
- CCOC(=O)C1CCN(C(=O)CCc2nc3ccccc3[nH]2)CC1
  -1%	-27%[0.365 µM]	8%	4%	-5%	3	1%	-1%	1%	0%	/
- CCCc1nc2c(sc3nc4c(cc32)COC(C)(C)C4)c(=O)n1Cc1ccco1
  15%	-18%	-5%	-1%	-18%	-9	-3%	-2%	-3%	12%	8%
- CC(C)c1ccc(C2NC(=O)c3ccccc3O2)cc1 (configuration not stated)
  2%	-13%	0%	9.5µM*	42%	7	?	4%	15%	4%	3%
- Cc1cnc(NC(=O)NCC2CCCC(CNC(=O)Nc3ncc(C)s3)C2)s1 (configuration not stated)
  1%	?	49%[activator]	-19%	-37%	-9	-22%	-2%	-1%	5%	-27%
- O=c1nc(-c2ccccc2)n(-c2ccccc2)c2ncccc12
  7%	-24%	-1%	6%	0%	-10	1%	-2%	0%	2%	-2%
- CCCCN(CC)CCNC(=O)c1cc2c(-c3ccccc3F)nn(C)c2s1
  /	-11%	?	1%	-43%	5	-1%	0%	-7%	-4%	-9%
- CCC1CSC(Nc2ccc(C(=O)/C=C/c3ccc(Oc4ccccc4)cc3)cc2)=N1 (configuration not stated)
  9%	16µM*	-6%	13µM*	-98%[inhibitor]	0	9%	0%	-6%	20%	?
- Cc1cc(C(=O)N2CCCC(Nc3ccc(F)cc3)C2)n(C)n1 (configuration not stated)
  -5%	-16%	1%	1%	15%	1	-2%	3%	-3%	8%	2%
- COc1cc(NC(=S)NC(=O)CCc2ccccc2)cc(OC)c1
  17%	0.56µM*	/	-4%	-28%	21	-5%	1%	-4%	-2%	7.1µM*
- CN1C(=O)Cc2cc(S(=O)(=O)N3CCOCC3)ccc21
  -1%	-4%	-3%	5%	-7%	0	3%	1%	-3%	-2%	-15%
- CC(=O)N1CCc2cc(Br)cc(S(=O)(=O)NCc3ccccn3)c21
  0%	-15%	9%	6%	15%	8	3%	-5%	-7%	16%	-6%
- CC(=O)N1N=C(c2ccccc2)CC1c1ccc(F)cc1 (configuration not stated)
  2%	-25%	-13%	2%	0%	-13	0%	-4%	-2%	5%	3%
- CCc1nnc(NC(=O)Cn2ccc(C(F)(F)F)n2)s1
  0%	12%	-8%	4%	-3%	-1	1%	1%	-5%	-2%	1%
- NS(=O)(=O)c1ccc(NC(=O)/C=C/c2ccco2)cc1
  22%	19%	-9%	-19%	-25%	-17	9%	1%	?	3%	6%
- CC(C)C(C(=O)Nc1ncn[nH]1)N1C(=O)c2ccccc2C1=O (configuration not stated)
  0%	-2%[0.365 µM]	25%	4%	-7%	-14	-3%	1%	-5%	1%	/
- Cc1ccc(N(CC(O)CN2C(=O)NC(C)(C)C2=O)S(=O)(=O)c2ccc([N+](=O)[O-])cc2)cc1 (configuration not stated)
  /	-5%	/	1%	2%	-22	-1%	-3%	11%	20%	2%
- O=C(/C=C/c1ccc([N+](=O)[O-])cc1)Nc1cccnc1
  2%	10%	/	5.4µM*	?	?	?	2.8µM*	3.5µM*	4%	-3%
- CC(C)CC(=O)NC(=S)Nc1cc(C(=O)O)ccc1Cl
  -2%	8%	2%	-5%	21%	-17	-1%	9%	-5%	0%	-2%
- O=C(CNC(=O)c1ccc(OC(F)F)cc1)NCC1CCCO1 (configuration not stated)
  -8%	19%	/	-1%	8%	11	0%	-3%	1%	11%	1%
- Cc1ccc(S(=O)(=O)N(Cc2cccnc2)Cc2cc3ccccc3[nH]c2=O)cc1
  /	41%	-5%	0%	-25%	7	-9%	0%	0%	-8%	20%
- CN(Cc1ccccc1)C(=O)c1nc[nH]c1C(=O)N1CCN(C(=O)OC(C)(C)C)CC1
  /	/	/	-2%	0%	0	2%	-3%	-5%	9%	/
- O=C(COC(=O)c1ccccc1Cc1ccccc1)Nc1ccc(SC(F)F)cc1
  2%	22%	?	6µM*	30%	-24	?	?	2.8µM*	?	-8%
- CC1(C)NC(=O)N(CC(O)CN2CCOCC2)C1=O (configuration not stated)
  -4%	-25%	-18%	0%	-1%	12	-3%	-4%	0%	-1%	5%
- O=S(=O)(c1ccc2c(c1)CCN2)N1CCCC1
  /	/	/	-1%	0%	19	4%	-3%	-1%	1%	/
- CCOC(=O)C(C)Oc1cccc2c(=O)n(CC(=O)NCc3ccc4c(c3)OCO4)ccc12 (configuration not stated)
  -8%	8%	4%[11.7 µM]	-2%	-30%	1	9%	-27%	-27%	-6%	0%
- COc1ccc(NC(=O)C2C3CCC(O3)C2C(=O)O)c(C)c1 (configuration not stated)
  3%	19%	11%	0%	24%	-1	11%	-4%	-3%	/	-9%
- CC(=O)Nc1ccc(S(=O)(=O)N(C)CC(=O)N(C)Cc2sccc2C)cc1
  /	/	/	-1%	0%	-5	1%	1%	-3%	-4%	/

# Source: PubChem BioAssay
